West Nile antiviral: inhibition of WNV-induced cytopathic effect – cell-based, CPE readout (AID 1621); one-dose CPE inhibition, % at 10 µM; IC50 in µM for titrated hits; West Nile virus-infected cells, CPE inhibition; higher % means a stronger effect; 290,000 compounds, 0.02% hits; in the data active = a potency from the dose series; also: strong numbers were not always called active
M17LAP inhibition: P. falciparum M17LAP inhibitors, primary screen, biochemical, fluorogenic H-Leu-NHMec substrate, 1536-well (AID 1619); recombinant M17LAP, H-Leu-NHMec fluorogenic kinetic assay; higher % means a stronger effect; inhibition, % at 30 µM, or IC50 in µM where a hit was titrated; 220,000 compounds, 0.38% hits;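 active = compound inhibiting the enzyme by more than half at any dose during confirmatory dose-response retesting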;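 also: plate controls were full reaction with DMSO carrier for no effect and no enzyme background for full effect; strong numbers were not always called active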
human PMI inhibitors: human PMI inhibitors, high substrate, primary screen, biochemical, fluorescence intensity, high mannose 6-phosphate (AID 1220); recombinant PMI enzyme, coupled fluorescence intensity; higher % means a stronger effect; one-dose inhibition, % at 20 µM; IC50 in µM for titrated hits; 190,000 compounds, 0.66% hits
K1F lysis inhibition: protection from phage-mediated lysis, alamar blue read-out – E. coli UTI89, K1F phage, bacterial capsule biogenesis inhibitors (AID 488966). E. coli UTI89 K1F phage lysis, alamar blue, 2 h; higher % means a stronger effect. inhibition, % at 100 µM, or IC50 in µM where a hit was titrated. 340,000 compounds, 0.02% hits;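 active = phage lysis inhibition, versus mean bacterial control, above a set limit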;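 also: capsule biogenesis inhibitors block K1F phage lysis so surviving cells raise fluorescence; higher fluorescence means more inhibition of phage lysis; actives were called in the ten point dose series up to 300 µM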
RSV CPE inhibition: RSV antiviral activity via CPE protection, HEp-2 cells, primary 10 µM value included (AID 2391) | HEp-2 cells, RSV-induced CPE inhibition; higher % means a stronger effect | one-dose CPE inhibition, % at 10 µM; IC50 in µM for titrated hits | 310,000 compounds, 0.13% hits; in the data active = a potency from the dose series; also: strong numbers were not always called active
TNAP activators: stimulation of alkaline phosphatase TNAP activity – biochemical, luminescent, no phosphate acceptor, uHTS, primary screen (AID 1001); activation fold at 20 µM, or EC50 in µM where a hit was titrated; purified TNAP, luminescent activation assay, no phosphate acceptor; higher activation fold means a stronger effect; 200,000 compounds, 0.03% hits; in the data active = activation fold from about 3, or a potency from the dose series; inactive = the rest, 99 in 100 with activation fold below about 1.6; also: many of its hits are not listed in these tables
P. falciparum M1AAP: P. falciparum M1AAP inhibitors, biochemical, fluorogenic H-Leu-NHMec substrate, 1536-well (AID 1445) | recombinant M1AAP, H-Leu-NHMec fluorogenic kinetic assay; higher % means a stronger effect | inhibition, % at 30 µM, or IC50 in µM where a hit was titrated | 220,000 compounds, 0.42% hits;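 active = primary inhibition above the hit cutoff, then over 50% inhibition at one or more dose response concentrations, cut at about 23% in these data, passing the limit was not always enough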;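 also: plate controls were DMSO full reaction for no effect and no enzyme background for full effect; strong numbers were not always called active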
T cell HTS: modulates CD8 T cell binding to vesicles; 330,000 compounds, 0.068% hits; 2C CD8+ T cell-vesicle binding, flow cytometry; active compounds read low; calls only at 7 µM;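 active = response, share of CD8 T cells binding vesicles, and their 90th percentile fluorescence all below set limits, cut at about 80% in these data, passing the limit was not always enough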
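System: murine 2C transgenic CD8+ T lymphocytes; also added: QL9-loaded Drosophila micro-vesicles; times: binding 1.5 h at 37 °C; measured by: flow cytometry, PE anti-B7-1 (FL2) versus Alexa647 anti-CD8 (FL8), PFA-fixed; control set: Peptide-free naked vesicles (low) and QL9 vesicles with 0.7% DMSO vehicle (high)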
PMI inhibitors: MPI enzyme activity inhibition – biochemical, fluorescence intensity, coupled assay, primary screen (AID 1209). purified PMI enzyme, coupled fluorescence intensity; higher % means a stronger effect. one-dose inhibition, % at 20 µM; IC50 in µM for titrated hits. 190,000 compounds, 0.42% hits;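 also: plate controls were DMSO vehicle for no effect and wells lacking substrate for full effect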
T cell HTS vesicle-bound %: second read-out of T cell HTS, no call of its own (marks repeat the call); double positive events, %; measured here: CD8+ vesicle-bound cell fraction;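 binding gate set so that unloaded-vesicle control wells show 10% double positive cells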
The depositor's hits bear a star; i = inactive; . = no result given; [ ] = remark or other dose. Rule as the data show it, unless noted: active = inhibition above about 50%; inactive = the rest.

#	SMILES	West Nile antiviral	M17LAP inhibition	human PMI inhibitors	K1F lysis inhibition	RSV CPE inhibition	TNAP activators	P. falciparum M1AAP	T cell HTS	T cell HTS vesicle-bound %	PMI inhibitors
1	Cc1ccccc1-c1nc(CS(=O)(=O)CC(=O)NCc2ccc3c(c2)OCO3)c(C)o1	-0.1%	18%	15%	2.5%	0.3%	1.2	15%	i	44	22%
2	CC(C)c1ccc([N+](=O)[O-])cc1S(=O)(=O)N1CCN(C)CC1	-0.5%	.	.	4.1%	1.1%	.	.	i	51	.
3	Cc1ccc(NC(=O)CSCC(=O)O)cc1	0.4%	25%	-7%	-0.7%	1.4%	1.1	-4%	i	7	-2%
4	COc1ccccc1NC(=O)CCC(=O)Nc1nnc(C2CCCCC2)s1	0.6%	.	.	0.1%	2.2%	.	.	i	42	.
5	CCc1cccc(NC(=O)C2CCCN(S(=O)(=O)c3cnc[nH]3)C2)c1 (stereo not drawn)	0.5%	.	.	0.3%	3.1%	.	.	i	32	.
6	CC1(C)CC(NC(=S)NC2CC2)CC(C)(C)N1	-0.5%	-3%	3%	1.4%	2.2%	1	2%	i	36	2%
7	O=C1CC(N(C(=O)c2ccco2)c2cccc(Cl)c2)C(=O)N1c1cccc(Cl)c1 (stereo not drawn)	-0.5%	-1%	0%	0.7%	1.4%	1.2	11%	i	50	3%
8	CC(=O)Oc1ccc(NC(=O)Cc2ccccc2)cc1	-0.3%	50%	2%	0.6%	0.5%	1.2	-2%	i	14	6%
9	CSCCC(NS(=O)(=O)c1ccc(Cl)cc1)C(=O)O (stereo not drawn)	0.8%	9%	3%	-0.2%	-0.7%	1.1	5%	i	7	-6%
10	CCc1ccccc1OCc1nc2ccc(S(=O)(=O)N3CCOCC3)cc2[nH]1	-0.9%	7%	10%	-0.3%	2.4%	1	1%	i	31	2%
11	C=C(C)n1c(=O)n(Cc2ccccc2C)c2ccccc21	-0.4%	.	.	-0.2%	4.5%	.	.	i	60	.
12	COC(=O)c1ccc(C(=O)OC)c(NC(=S)N2CCN(c3ccccc3)CC2)c1	0.0%	-36%	-4%	1.5%[50 µM]	1.0%	1.1	-2%	i	48	2%
13	CC(=O)Nc1ccc(S(=O)(=O)N(Cc2ccco2)Cc2cc3ccccc3[nH]c2=O)cc1	2.2%	.	.	-0.2%	-0.8%	.	.	i	43	.
14	COc1ccc(-c2noc(-c3cccnc3)n2)cc1OC	0.6%	-4%	-12%	1.0%	2.9%	1.1	1%	i	62	-4%
15	COc1ccc(NC(=O)/C(C#N)=C/c2ccc(-c3ccccc3C(=O)O)o2)cc1	0.4%	.	.	0.3%	1.9%	.	.	i	60	.
16	COc1ccccc1N1CCN(C(c2ccc(F)cc2)c2nnnn2C(C)C)CC1 (stereo not drawn)	-0.3%	3%	0%	0.0%	.	1.2	0%	.	.	3%
17	Nc1n[nH]c(C(F)(F)F)c1-c1ccccc1	-0.5%	-3%	7%	0.0%	1.6%	1.1	-1%	i	42	4%
18	CCOc1ccc(N(CC(=O)NCc2ccc(OC)cc2)S(C)(=O)=O)cc1	-0.5%	.	.	0.2%	0.1%	.	.	i	55	.
19	Cc1nnc(N/N=C/c2ccc(Br)cc2)n1N	0.7%	.	.	0.2%	0.5%	.	.	i	16	.
20	CN(C)C(CNc1ncnc2sccc12)c1cccs1 (stereo not drawn)	-0.6%	1%	4%	0.2%	0.0%	1.1	-4%	i	46	9%
21	COc1cc2c(cc1OC)CN(C(=O)/C=C/c1cccc([N+](=O)[O-])c1)CC2	-0.6%	.	.	0.3%	2.4%	.	.	i	57	.
22	O=C(NCc1cccs1)C1CCN(S(=O)(=O)c2ccc(Cl)cc2)CC1	-0.4%	-11%	7%	-0.2%	1.4%	1	89µM*	i	35	4%
23	O=C1CC(c2ccccc2Cl)CC(O)=C1C=Nc1ccccc1 (stereo not drawn)	-1.2%	1%	0%	0.5%[50 µM]	0.3%	1.1	3%	i	57	-6%
24	CC(C)CNC(=O)c1ccccc1-c1ccccc1C(=O)O	0.1%	2%	-20%	0.8%	2.3%	1.2	3%	i	8	-21%
25	N#Cc1cnn2c1nc(N1CCOCC1)c1ccccc12	0.6%	-1%	5%	0.7%	-1.0%	1.1	-3%	i	57	6%

Part of the list above in order of length of the SMILES, smallest number first.
#	SMILES	West Nile antiviral	M17LAP inhibition	human PMI inhibitors	K1F lysis inhibition	RSV CPE inhibition	TNAP activators	P. falciparum M1AAP	T cell HTS	T cell HTS vesicle-bound %	PMI inhibitors
3	Cc1ccc(NC(=O)CSCC(=O)O)cc1	0.4%	25%	-7%	-0.7%	1.4%	1.1	-4%	i	7	-2%
6	CC1(C)CC(NC(=S)NC2CC2)CC(C)(C)N1	-0.5%	-3%	3%	1.4%	2.2%	1	2%	i	36	2%
23	O=C1CC(c2ccccc2Cl)CC(O)=C1C=Nc1ccccc1 (stereo not drawn)	-1.2%	1%	0%	0.5%[50 µM]	0.3%	1.1	3%	i	57	-6%

The listing picks up, repeating the 6 entries before the break.
#	SMILES	West Nile antiviral	M17LAP inhibition	human PMI inhibitors	K1F lysis inhibition	RSV CPE inhibition	TNAP activators	P. falciparum M1AAP	T cell HTS	T cell HTS vesicle-bound %	PMI inhibitors
20	CN(C)C(CNc1ncnc2sccc12)c1cccs1 (stereo not drawn)	-0.6%	1%	4%	0.2%	0.0%	1.1	-4%	i	46	9%
21	COc1cc2c(cc1OC)CN(C(=O)/C=C/c1cccc([N+](=O)[O-])c1)CC2	-0.6%	.	.	0.3%	2.4%	.	.	i	57	.
22	O=C(NCc1cccs1)C1CCN(S(=O)(=O)c2ccc(Cl)cc2)CC1	-0.4%	-11%	7%	-0.2%	1.4%	1	89µM*	i	35	4%
23	O=C1CC(c2ccccc2Cl)CC(O)=C1C=Nc1ccccc1 (stereo not drawn)	-1.2%	1%	0%	0.5%[50 µM]	0.3%	1.1	3%	i	57	-6%
24	CC(C)CNC(=O)c1ccccc1-c1ccccc1C(=O)O	0.1%	2%	-20%	0.8%	2.3%	1.2	3%	i	8	-21%
25	N#Cc1cnn2c1nc(N1CCOCC1)c1ccccc12	0.6%	-1%	5%	0.7%	-1.0%	1.1	-3%	i	57	6%
26	COc1ccc(Nc2ccccc2NC(=O)c2ccccc2Br)cc1	0.0%	.	.	0.1%	0.6%	.	.	i	24	.
27	O=C(Oc1ccccc1/C=C\C(=O)c1cc2ccccc2o1)c1cccc(F)c1	-1.4%	-2%	19%	0.5%[50 µM]	2.5%	1	7%	i	42	22%
28	Cc1cccc(N2CC(C(=O)Nc3nnc(SCC(=O)NCC4CCCO4)s3)CC2=O)c1 (stereo not drawn)	0.0%	.	.	0.1%	0.6%	.	.	i	8	.
29	O=C1CCCCC(=O)N(c2ccccc2)c2ccccc21	-0.2%	-1%	-2%	-0.3%	-0.1%	1.1	14%	i	32	0%
30	Cc1ccc(NC(=O)c2ccccc2N(C)S(=O)(=O)c2ccccc2)c(C)c1	-1.2%	3%	1%	0.2%	0.3%	1	6%	i	0	1%
31	COc1ccc(C2=NNC(=Nc3cc(S(=O)(=O)N(C)C)ccc3C)SC2)c(OC)c1	-0.6%	-6%	.	0.4%	11%	.	8%	i	36	.
32	CC1(C(=O)O)COC(c2ccc(Cl)cc2)OC1 (stereo not drawn)	1.2%	-5%	.	0.1%	0.0%	.	-2%	i	35	.
33	COCc1ccc([C@@H]2C[C@H]3CN(Cc4cccnc4)C(=O)[C@]34CCCN24)o1	0.1%	-1%	20%	0.0%	0.5%	1.2	5%	i	25	8%
34	CCc1ccccc1Oc1coc2cc(O)ccc2c1=O	-1.1%	.	.	0.3%	9.3%	.	.	i	33	.
35	CCc1nc(SCC(=O)c2cc(C)ccc2C)n[nH]1	-0.6%	15%	13%	-0.3%	0.7%	1	6%	i	51	46%
36	C=CCNCCOc1ccc(C)cc1[N+](=O)[O-]	-0.6%	13%	-10%	0.1%	0.2%	1.1	4%	i	42	2%
37	CCn1cc([N+](=O)[O-])c(C(=O)N2N=C(c3ccc(Cl)c(Cl)c3)CC2c2ccccc2O)n1 (stereo not drawn)	-0.1%	25%	7%	2.4%	-2.9%	1	3%	i	41	11%
38	CC1CCCC(C)N1CCCNC(=O)c1ccc2c(c1)NC(=O)c1ccccc1S2 (stereo not drawn)	0.5%	.	.	0.3%	-0.6%	.	.	i	5	.
39	CC1Cc2ccccc2N1C(=O)c1ccnc(C(C)(C)C)c1 (stereo not drawn)	-0.6%	-7%	18%	-3.1%	0.0%	1.1	3%	i	12	20%
40	COc1ccc(-c2nc3ccncc3[nH]2)cc1OC	0.5%	9%	4%	2.0%	0.1%	1.1	6%	i	38	8%
41	O=C(Nc1cccc(Cl)c1)c1csc(-c2ccccc2)n1	.	2%	3%	0.2%	7.6%	0.9	2%	i	64	4%
42	CCC(C)NC(=O)C1CN(S(=O)(=O)c2ccccc2)CCN1S(=O)(=O)c1ccccc1 (stereo not drawn)	-0.1%	-6%	1%	-0.2%	-0.6%	1.1	-2%	i	62	-2%
43	Cc1c(C(=O)N2CCC(C)CC2)sc2ncnc(N(C)c3ccccc3)c12	2.0%	-10%	11%	0.9%	-0.2%	1	6%	i	26	9%
44	CCOc1ccc(CN2CCCC(N3CCN(c4ccc(OC)cc4)CC3)C2)cc1 (stereo not drawn)	-1.5%	.	.	0.6%	10%	.	.	i	62	.
45	Cc1ccc(N2CC(C(=O)Nc3ccccn3)CC2=O)cc1 (stereo not drawn)	0.3%	7%	0%	5.2%	2.3%	1.1	-2%	i	14	-1%
46	Cc1cnc(C(=O)OCC(=O)N(Cc2ccccc2)C(C)C)cn1	-0.4%	1%	-5%	-0.3%	0.2%	1.1	7%	i	57	-2%
47	OCC1(Cc2ccc(Cl)cc2)CCN(Cc2ccccc2F)CC1	-1.4%	-3%	4%	0.5%	-0.2%	1	2%	i	31	12%
